Source: PubChem (National Center for Advancing Translational Sciences (NCATS))
HCMV antiviral = human cytomegalovirus inhibition; HFF cells, HCMV-luciferase reporter, 72 h; active compounds read low; activity change, negative = inhibition, % at 57.5 µM; hit rate 4.5% among 410,000; AID 1259415; in the data active = activity change below about -60%; inconclusive = no clear call, values can overlap the other calls; inactive = above about -39%
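Two-dose cell screen: HFF monolayers treated with compounds and infected with luciferase-expressing HCMV at 1 PFU/cell, 72 h at 37C, then lysed for luciferase measurement.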
LmPK inh = LmPK (Leishmania mexicana) enzyme inhibition | Q27686 | purified LmPK, Kinase-Glo ATP luminescence, 1 h | Potency, µM (doses to about 57.5 µM), inactives show top-dose activity change, negative = inhibition, most hits filed as inhibitors | hit rate 0.37% among 290,000; also: potency is read from the fitted curve at half-maximal effect
Target sequence (Q27686 whole entry, looked up): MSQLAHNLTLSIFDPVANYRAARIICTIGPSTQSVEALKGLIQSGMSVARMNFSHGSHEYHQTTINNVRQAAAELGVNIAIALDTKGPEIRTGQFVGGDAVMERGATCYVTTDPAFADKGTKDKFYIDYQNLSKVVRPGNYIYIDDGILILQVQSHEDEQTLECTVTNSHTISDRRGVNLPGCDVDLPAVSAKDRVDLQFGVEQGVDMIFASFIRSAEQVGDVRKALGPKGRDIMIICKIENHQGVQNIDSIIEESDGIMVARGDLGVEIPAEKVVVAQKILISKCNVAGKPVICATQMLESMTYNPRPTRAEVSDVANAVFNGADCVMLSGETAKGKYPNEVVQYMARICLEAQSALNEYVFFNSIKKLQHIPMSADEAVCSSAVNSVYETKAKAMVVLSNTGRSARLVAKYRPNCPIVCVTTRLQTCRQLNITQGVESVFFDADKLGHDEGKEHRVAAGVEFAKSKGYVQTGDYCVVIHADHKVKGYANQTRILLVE
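0.1 nM LmPK, 0.5 mM PEP, 0.1 mM ADP; 50 mM imidazole pH 7.2, 7 mM MgCl2, 50 mM KCl; 1 h RT. Kinase-Glo luminescence readout, normalized to no-enzyme (full inhibition) and uninhibited wells.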
HCV inh = HCV inhibition | Potency, µM (series often up to 41.8 µM), without a hit: top-dose activity change, negative = inhibition, most hits filed as inhibitors | hit rate 3.4% among 340,000 | Huh7.5.1 HCVcc-Cre infection, luciferase reporter, 44 h; also: potency is read from the fitted curve at half-maximal effect
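Whole-lifecycle infectious HCVcc-Cre system; cells 1,000/well, compound then virus (~0.5 moi) added 4 h after plating, 44 h culture. Luciferase read 15 sec following 15 min substrate incubation, room temp.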
AmpC inh no detg = AmpC beta-lactamase inhibition without detergent; P00811; AmpC nitrocefin hydrolysis, absorbance 480 nm, 0.0001% Triton; Potency, µM (titrated, usually from 57.1 µM), without a hit: top-dose activity change, negative = inhibition, hits mostly inhibitors; hit rate 0.52% among 330,000;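 also: potency is read from the fitted curve at half-maximal effect; plate controls were no compound for no effect and no enzyme for full effect; nearly all actives have a fitted effect of over 20% in size; some results filed as inactive show a strong effect at the top dose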
Target sequence (P00811 whole entry, looked up): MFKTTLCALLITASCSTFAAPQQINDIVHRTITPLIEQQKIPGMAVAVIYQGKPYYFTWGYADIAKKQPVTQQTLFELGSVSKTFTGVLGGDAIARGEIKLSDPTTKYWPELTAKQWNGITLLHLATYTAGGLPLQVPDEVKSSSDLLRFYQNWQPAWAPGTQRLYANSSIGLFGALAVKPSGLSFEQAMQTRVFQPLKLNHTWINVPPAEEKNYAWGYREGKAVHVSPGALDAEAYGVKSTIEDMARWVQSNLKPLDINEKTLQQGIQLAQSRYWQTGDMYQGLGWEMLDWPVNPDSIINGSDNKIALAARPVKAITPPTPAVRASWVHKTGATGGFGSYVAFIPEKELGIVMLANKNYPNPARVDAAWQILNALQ
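20 mM phosphate pH 7.0 + 0.01% (detergent screen) or 0.0001% Triton X-100; 5.3 nM AmpC reagent; cpd preinc 15 min RT; nitrocefin (800 uM stock) to start; A480 q20 s × 4 min; Activity was normalised to no-enzyme and no-compound control wells.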
TbPYK inhibitor = inhibitors of Trypanosoma brucei pyruvate kinase. Potency, µM (top dose mostly 76.8 µM), inactives show at the top dose activity, negative = inhibition, actives largely listed as inhibitors. hit rate 0.12% among 410,000. TbPYK enzyme, Kinase-Glo Plus ATP luminescence, 45 min. Q57TT1; also: potency is read from the fitted curve at half-maximal effect; nearly all actives have a fitted effect of over 50% in size
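Readout: single end-point luminescence (Kinase-Glo Plus, 10 min). Reaction conditions were TbPYK/substrate plus 130 uM ADP, 45 min at RT, pH 7.2 TEA buffer. No-enzyme wells served as controls, and data were normalized before concentration-response fitting.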
AMA1-RON2 inh = inhibitors of Plasmodium falciparum AMA1-RON2 interaction | AlphaScreen AMA1-biotinylated RON2 peptide binding | hit rate 0.2% among 360,000 | Potency, µM (series often up to 58.2 µM), without a hit: top-dose activity change, negative = inhibition, most hits filed as inhibitors;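 also: potency is read from the fitted curve at half-maximal effect; 0% = vehicle wells and -100% = peptide control; nearly all actives have a fitted effect of over 45% in size; some results filed as inactive show a strong effect at the top dose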
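AMA1 (3D7) with his tag at 25 nM final met compounds first, then biotinylated RON2 peptide at 25 nM; detection used donor plus acceptor beads, 10 µg/mL apiece, read by AlphaScreen after 30 min at room temperature.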
AmpC inh detg = blocks E. coli AmpC beta-lactamase in detergent assay | P00811 | AmpC hydrolysis of nitrocefin, absorbance 480 nm, 0.01% Triton | Potency, µM (highest dose often 114 µM), without a hit: at the highest dose activity change, negative = inhibition, usual class: inhibitors | hit rate 0.041% among 370,000;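 also: potency is read from the fitted curve at half-maximal effect; 0% = no-compound wells and -100% = no-enzyme wells; nearly all actives have a fitted effect of over 25% in size; some results filed as inactive show a strong effect at the top dose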
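AmpC (5.3 nM in the dispensed reagent) in 20 mM phosphate pH 7.0 with 0.01% (detergent screen) or 0.0001% Triton X-100 was preincubated with compounds for 15 min at room temperature. Nitrocefin was then added from an 800 uM solution, and hydrolysis was followed at 480 nm.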
Active calls of the source: *; ? = inconclusive; . = no result given; [ ] = dose if it differs, or a comment. Unless noted, calls follow the shape of the dose curve; as a rule, active = well fitted curve in the direction sought with a large enough effect; inconclusive = small, poorly fitted or top-dose-only effect, or another doubt; inactive = no such curve, though single readings can be large; an effect the other way counts as inactive or inconclusive. Unless noted, % is scaled to controls: 0 for no effect and ±100 for the full control effect.

SMILES | HCMV antiviral | LmPK inh | HCV inh | AmpC inh no detg | TbPYK inhibitor | AMA1-RON2 inh | AmpC inh detg
CCn1cc([N+](=O)[O-])c(C(=O)N2N=C(c3ccc4ccccc4c3)CC2c2ccccc2O)n1 (stereo unspecified) | 82 | 9% | 10µM* | -2% | 1% | ? | -14%
CCCCOC(=O)CCn1[nH]c(=O)c2ccccc2c1=O | 37 | 3% | 15% | -13% | 3% | -3% | -13%
CCCC(=O)c1cc2c(cc1NC(=O)CC)OCCO2 | -21 | 4% | ? | -4% | -8% | 0% | 3%
COc1ccccc1CNC(=O)CN1C(=O)CSc2c1c(C)nn2-c1ccccc1 | -7 | . | . | . | -3% | . | -6%
Nc1nc(=O)n(C2CCCO2)cc1Br (stereo unspecified) | 11 | . | 36%[activator] | . | -1% | -5% | .
CN1CCN(c2ccc(NC(=O)c3ccc(C#N)cc3F)cc2Cl)CC1 | -30 | -8% | -3% | 9% | 4% | 0% | -2%
COc1ccc(C(C)NCCC(c2ccc(OC(C)C)cc2)c2ccccc2OC)cc1 (stereo unspecified) | -97* | -2% | 10µM* | 73%[activator] | -6% | -8% | -3%
O=S(=O)(c1ccc(F)cc1)N1CCN(CCOc2ccccc2)CC1 | -13 | . | ? | 22% | 2% | -9% | .
N#Cc1ccc(C2=CC(=O)C[C@H](c3ccc(F)cc3)C2)cc1 | -21 | . | 11% | 4% | -3% | -2% | -6%
CCc1cccc(C)c1NC(=O)CCn1nc(C)c2c(C)n(-c3ccccc3)nc2c1=O | -16 | . | . | . | 1% | . | 18%
Cc1ccc(-c2nnc(-c3ccc(Br)cc3)o2)o1 | 3 | 0% | 3% | -14% | -11% | -2% | ?
c1ccc(COc2cccc(-c3cc4nc(NCc5ccc6c(c5)OCO6)ccn4n3)c2)cc1 | 22 | . | . | . | 0% | -8% | .
CC(C)[C@H](NC(=O)N1CC(=O)Nc2ccccc21)C(=O)Nc1nccs1 | 7 | 2% | 12% | -16% | -7% | 4% | 5%
CCOc1ccccc1C1CC(=O)NC(SCC(=O)Nc2nccs2)=C1C#N (stereo unspecified) | 41 | 0% | -22% | -30% | -4% | 40%[activator] | -5%
O=C(Nc1cccc(Cl)c1Cl)C1CCN(C(=O)c2cccs2)CC1 | 0 | -2% | 11% | -1% | 2% | 5% | -12%
COc1ccccc1CNC(=O)CCCN1C(=O)COc2ccc(C)cc21 | -2 | 0% | -13% | 27% | -2% | 1% | -7%
Cc1ccc(CSc2ncc(Cl)c(C(=O)NCCc3ccc(S(N)(=O)=O)cc3)n2)cc1 | -24 | . | . | . | -2% | . | 12%
CCN(CC)C(=O)Cn1c(=O)nc(-c2ccccc2F)c2cc(Cl)ccc21 | 16 | . | . | . | 0% | . | 3%
O=C1C2C3C=CC([C@@H]2C(=O)N1C1CC1)[C@H]1C(=O)N(C2CC2)C(=O)C31 (stereo partly specified) | 10 | -1% | -26% | -19% | 4% | -5% | 0%
O=C(/C=C/c1ccc(S(=O)(=O)N2CCOCC2)cc1)NCc1ccccc1 | 1 | 3% | 1% | -23% | -20% | 11% | -15%
CCCCS(=O)CC(COc1ccc(Cl)cc1)OC(=O)c1ccccc1 (stereo unspecified) | 12 | 0% | -11% | 95%[activator] | 2% | -12% | ?
NC(=O)c1nsc(C(=O)N(Cc2ccco2)C(C(=O)NC2CCCC2)c2ccc(O)cc2)c1N (stereo unspecified) | 8 | 0% | ? | -32% | -3% | -7% | -13%
COC(=O)c1cc(OC)c(OC)cc1NC(=O)c1ccc(C)cc1 | -28 | 5% | ? | -15% | -12% | 36%[activator] | -1%
COc1ccc(C2C(C#N)=C(SC)NC3=C2C(=O)CC(C)(C)C3)cc1 (stereo unspecified) | ? | 3% | 6% | -33% | -6% | 6% | ?
Cc1csc2nc(-c3cccc(NS(C)(=O)=O)c3)cn12 | 18 | . | . | . | 0% | . | 1%

(continued)
SMILES | HCMV antiviral | LmPK inh | HCV inh | AmpC inh no detg | TbPYK inhibitor | AMA1-RON2 inh | AmpC inh detg
COc1ccc(C(CNC(=O)Cc2ccccc2F)N2CCCCC2)cc1 (stereo unspecified) | ? | -2% | -7% | -10% | 0% | 11% | -5%
COc1ccc(C2C(C#N)=C(/N=C/N3CCN(C)CC3)OC3=C2C(=O)CC(C)(C)C3)cc1 (stereo unspecified) | 3 | 0% | -26% | 107%[activator] | 0% | 0% | ?
Cc1cccc(Cn2c(=O)n(Cc3ccccc3)c(=O)c3oc4ccccc4c32)c1 | -2 | . | . | . | -7% | . | -2%
CCCCNC(=O)CSc1nc2ccccc2nc1Cc1ccccc1 | -10 | . | . | . | -8% | . | 18%
CC(C)NC(=O)c1ccccc1NC(=O)/C=C/c1cccc([N+](=O)[O-])c1 | 4 | 1% | -11% | -13% | -9% | -13% | ?
O=C(c1cc2ccccc2o1)N1CCN(c2ccccn2)CC1 | 15 | -6% | 2% | 2% | -4% | 4% | 8%
O=C(COC(=O)Cc1ccccc1[N+](=O)[O-])NC1CCCC1 | -40 | 4% | 21% | 15% | 9% | 5% | 2%
CC(=O)N(C)c1ccc(NC(=O)COc2ccc(Br)cc2C)cc1 | ? | 3% | ? | 145%[activator] | -6% | 1% | ?
O=C(O)COc1ccccc1/C=N/NC(=O)c1ccc2c(c1)OCCO2 | 51 | -14% | 2% | -24% | -5% | 2% | 0%
O=C(CC1(O)C(=O)N(CCc2ccccc2)c2ccccc21)c1ccccn1 (stereo unspecified) | -22 | 3% | 13% | 20% | -11% | -8% | 3%
COc1ccc(-c2noc(N3CCC(C(=O)N(C)c4ccccc4)CC3)n2)cc1 | -19 | 2% | 11µM* | 125%[activator] | 1% | -2% | -7%
CCc1ccc(C(=O)c2cn(CC(=O)NC3CCCCC3)c3nc(C)ccc3c2=O)cc1 | -6 | . | . | . | 2% | . | 0%
O=C(NC1CCCCC1)C(c1cccs1)N(C(=O)C(F)(F)F)c1ccccc1 (stereo unspecified) | 18 | -4% | 9% | -16% | -5% | 9% | -4%
CC12CCC(C(=O)NNc3ccc([N+](=O)[O-])cc3)(OC1=O)C2(C)C (stereo unspecified) | -18 | -3% | 10% | -18% | 1% | -4% | 6%
Cc1nc2sc(C(c3ccc(Br)cc3)N3CC(C)OC(C)C3)c(O)n2n1 (stereo unspecified) | 9 | -2% | 12% | 159%[activator] | -3% | 8% | -2%
CC(C(=O)NCc1ccco1)n1ccc2cc(S(=O)(=O)N3CCCC3)ccc21 (stereo unspecified) | -21 | 2% | -3% | -20% | -9% | -1% | 3%
CCCCc1nc2cc(C(=O)N3CCCCC3CC(=O)OCC)ccc2o1 (stereo unspecified) | 58 | 5% | . | -15% | 4% | 7% | -9%
CCSc1nnc(NC(=O)CSc2nnc(-c3c[nH]c4ccccc34)n2CC)s1 | 21 | 8% | 14% | -8% | 0% | 7% | -19%
NS(=O)(=O)c1ccc(CNC(=S)NC2CCCC2)cc1 | 1 | 2% | 19% | -14% | 3% | -6% | 2%
Cc1ccc(NC2=CC(=O)CC(C)(C)C2)cc1C | 21 | 4% | -9% | -20% | -1% | -2% | -11%
COc1ccc(Cl)cc1NC(=O)CSc1nc(C)cc(C)n1 | -39 | 3% | -7% | -10% | -6% | -1% | -4%
O=C(NNC(=O)c1ccccc1Cl)c1ccc2c(=O)n3c(nc2c1)CCC3 | 4 | . | 20% | -18% | 4% | -12% | 6%
COc1cc(C=Nc2ccccc2C(=O)Nc2ccccc2)cc(OC)c1OC | 3 | -1% | 23% | -52% | -2% | -5%[11.6 µM] | ?
COc1ccc2c(c1)-c1nc(NC(=O)c3ccccc3F)sc1CC2 | -33 | . | . | . | 5% | . | -1%
O=C(CSCCO)Nc1ccc(C23CC4CC(CC(C4)C2)C3)cc1 | 19 | 4% | 2% | -2% | -8% | -9% | ?

The results go on.
SMILES | HCMV antiviral | LmPK inh | HCV inh | AmpC inh no detg | TbPYK inhibitor | AMA1-RON2 inh | AmpC inh detg
COc1cc(C(CC(=O)O)n2cnnn2)ccc1OC(C)C (stereo unspecified) | -4 | 7%[11.5 µM] | 6% | -26% | -1% | 6% | -4%
COc1ccc(-c2cc(=O)c3c(O)c(OC)c(O)cc3o2)cc1 | 33 | ? | -25% | -38% | -2% | -15% | 8%
CCc1cccc(NC(=O)c2cccc(S(=O)(=O)N3CCN(C)CC3)c2)c1 | -5 | -3% | -19% | 58% | 1% | -3% | -8%
CC(=O)c1sc(NC(=O)CN2C(=O)NC3(CCCC3)C2=O)nc1-c1ccccc1 | 8 | . | ? | -21% | 4% | -1% | 1%
COc1ccc(C(=O)CNc2ccc3ccccc3c2)cc1 | 6 | 3% | -13% | -28% | -4% | 2% | ?
COc1ccc(N2C(=O)CC(N3CCOCC3)C2=O)cc1 (stereo unspecified) | 7 | 1% | -2% | -19% | 0% | 0% | ?
Cc1ccc2nc(-c3ccccc3)c(Cc3ccccn3)n2c1 | 76 | . | . | . | -8% | 22% | .
C/C(=N\NS(=O)(=O)c1ccccc1)c1ccccc1 | 27 | 2% | -1% | -21% | -2% | 12% | 0%
CC(C)(C)[C@@H]1CCC(=O)N(CC[C@H](Sc2ccccc2)c2ccccc2)CC1 | 3 | 0% | -11% | 27% | 0% | 0% | ?
CN(Cc1ccccc1)C(=O)c1nc[nH]c1C(=O)N1CCN(c2ccccc2)CC1 | ? | . | 24% | 21% | -1% | -4% | 0%
C=CCNC(=O)C(C)N1c2cccc3cccc(c23)S1(=O)=O (stereo unspecified) | 13 | 3% | -1% | -12% | -10% | -6% | -6%
CN(C)c1ccc(NC(=O)c2ccc(N3CCOCC3)nc2)cc1 | -30 | -9% | -28% | -16% | -26% | 0% | -4%
